bCat nuc transl – modulators of beta-catenin nuclear translocation, primary screen, imaging, HeLa cells, immunofluorescence, high-content | nuclear translocation activity, % at 5 µM | AID 1665, 2009 | hit rate 0.3% among 190,000;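 active = nuclear translocation activity above 50% at 5 µM, with a well cell count of 50 or more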;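 also: per-cell ratio of nuclear to cytoplasmic median beta-catenin stain intensity; plate controls were DMSO negative control for no effect and GSK-3 inhibitor IX positive control for full effect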
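System: HeLa cells, endogenous beta-catenin; compound dosing: 5 µM primary single dose, 0.1% DMSO, 0.02–20 µM confirmation series; incubation: 24 h compound exposure at 37°C, 5% CO2; signal: beta-catenin immunofluorescence imaging with DAPI; evaluation: % activation, nuclear-to-cytoplasmic median beta-catenin signal ratio per cell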
Ins promoter up – insulin promoter activators in MIN6 cells, imaging, high-content screening, mouse beta cells | MIN6 insulin promoter-GFP reporter; hits give high values | z-score at 5 µM | hit rate 0.3% among 190,000 | AID 1625, 2009;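 active = z-score above 3 at 5 µM with at least 500 cells counted in the well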
Autophagy mod – autophagy modulators in MEF cells, primary screen, imaging, high-content, MEF GFP-LC3 | MEF GFP-LC3 puncta imaging; test concentration mostly 10 µM | calls only at 10 µM (by protocol) | hit rate 0.98% among 190,000 | AID 463193, 2010;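 active = percentage of spot-positive cells more than 3 SD above its plate mean, without a fluorescence outlier flag or 80% toxicity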;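 also: spot-positive cell cutoff set from DMSO-treated cells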
West Nile antiviral – West Nile virus antiviral activity, cell-based, CPE readout (AID 1621); West Nile virus-infected cells, CPE inhibition; higher % means a stronger effect; CPE inhibition, % at 10 µM; hits with a dose series show IC50 in µM; hit rate 0.02% among 290,000; in the data active = a potency from the dose series; also: strong numbers were not always called active
Myeloid diff 2 – induction of myeloid progenitor differentiation, primary screen, cell-based, flow cytometry, MLPCN library. ER-HoxA9 myeloid progenitors, lysozyme-GFP differentiation. calls only at 10 µM. hit rate 1% among 360,000. AID 624256, 2012;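 active = normalized GFP-positive differentiation at or above the plate's own cutoff, the solvent-only control mean plus 3 SD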;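 also: cells exposed to compound for four days before flow analysis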
WT yeast gro inh – growth inhibition of WT strain, primary screen, mitochondrial fusion inhibitor project, WT and mutant strains, chemical genetic. inhibition, % at 10 µM. mitochondrial fusion phenotypic screen. hit rate 2.1% among 190,000; in the data active = inhibition above about 58%; tested in S. cerevisiae
MT stabilizer – microtubule stabilizers in HeLa cells, primary screen, imaging, high-content imaging | HeLa tubulin immunostaining HCS, 24 h; share of cells brighter than vehicle mean+2SD | % tubulin-high responders, % at 10 µM | hit rate 0.83% among 200,000;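 active = plate Z-score above 3 for both tubulin-high and condensed-nucleus cell shares, with cell loss under 80%, at 10 µM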;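 also: anti alpha tubulin signal scored within the nucleus-defined area of each cell; some results filed as inactive read as strong as hits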
Hep lipid drop – inhibitors of hepatocyte lipid droplet formation, primary screen, imaging, high-throughput imaging, BODIPY stain; hit rate 0.4% among 240,000; inhibition, % at 6.5 µM; AID 1656, 2009; AML12 mouse hepatocytes, oleate lipid droplets;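 active = lipid droplet intensity inhibited by at least 50%, with more than 500 cells counted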
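Assay system: AML12 mouse liver cells | Compound: 6.5 µM single-point dosing | Schedule: Overnight exposure | Technique: Fluorescence imaging, 20x objective, two fields per well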
T cell HTS – modulators of CD8 T cell-vesicle binding, primary screen, mouse 2C CD8+ T cells, flow cytometry; AID 2052, 2009; 2C CD8+ T cell-vesicle binding; hits give low values; hit rate 0.068% among 330,000; calls only at 7 µM;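 active = response, share of CD8 T cells binding vesicles, and their 90th percentile fluorescence all below set limits, cut at about 80% in these data, passing the limit was not always enough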
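Test system: purified 2C TCR transgenic mouse naive CD8+ T cells. Probe or stimulus: QL9-peptide-loaded Drosophila micro-vesicles bearing Ld, ICAM-1 and B7-1. Incubation: binding step 1.5 h, 37 °C, antibody labelling 20 min, ice. Measured by: flow cytometry of vesicle-bound cells.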
WT yeast gro inh mutant strain – also measured in WT yeast gro inh; calls as there; inhibition, %; mitochondrial fusion phenotypic screen, mutant strain inhibition
Ins promoter up cell count – further read-out of Ins promoter up, marked with its call; cell count; measured here: cytotoxicity, nuclei count;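 total cells summed across four imaged fields per well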
Hep lipid drop cells 6.5 µM – also measured in Hep lipid drop; calls as there; cell count; measured here: cell count, cytotoxicity flag;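 cells counted across two imaged fields per well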
bCat nuc transl cell count 5 µM – also measured in bCat nuc transl; calls as there; cell count; measured here: cell count, cytotoxicity flag
T cell HTS vesicle-bound % – recorded beside T cell HTS, whose call it bears; double positive events, %; measured here: CD8+ vesicle-bound cell fraction;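 binding gate set so that unloaded-vesicle control wells show 10% double positive cells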
MT stabilizer Hoechst-high % – second read-out of MT stabilizer, no call of its own (marks repeat the call); % Hoechst-high responders; measured here: nuclear condensation Hoechst responders;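 share of cells brighter than vehicle mean plus two SD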
MT stabilizer cytotoxicity % – second read-out of MT stabilizer, no call of its own (marks repeat the call); toxicity, %; measured here: cytotoxicity by cell density;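 0% = mean cell density of plate MIN control wells and 100% = no cells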
Autophagy mod cell loss 18 h – also measured in Autophagy mod; calls as there; toxicity, %; measured here: cell loss, nuclei count;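 cell loss after 18 h compound exposure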
Myeloid diff 2 GFP+ MAC1+ % – also measured in Myeloid diff 2; calls as there; GFP+ MAC1+ double positive, %; measured here: differentiation confirmed by MAC1 staining
* = called active by the depositor; i = inactive; . = not tested or not shown.

SMILES	bCat nuc transl	bCat nuc transl cell count 5 µM	Ins promoter up	Ins promoter up cell count	Autophagy mod	Autophagy mod cell loss 18 h	West Nile antiviral	Myeloid diff 2	Myeloid diff 2 GFP+ MAC1+ %	WT yeast gro inh	WT yeast gro inh mutant strain	MT stabilizer	MT stabilizer Hoechst-high %	MT stabilizer cytotoxicity %	Hep lipid drop	Hep lipid drop cells 6.5 µM	T cell HTS	T cell HTS vesicle-bound %
CN(CCc1ccccn1)Cc1ccc(Cl)c(Cl)c1	.	.	.	.	.	.	-0.7%	i	0.8	.	.	.	.	.	-21.9	828	i	20.0
N#CCSc1nnc(Cc2cccc3ccccc23)n1C1CCCCC1	-0.5	1122	-0.97	988	i	-3.9	-1.2%	i	1.0	0.9	-1.5	4.6	2.7	7.0	.	.	i	32.0
Cc1ccc(S(=O)(=O)N/N=C/c2c(F)cccc2Cl)cc1	0.4	915	0.08	1220	i	7.1	-0.4%	i	0.8	-16.4	-8.4	3.2	2.5	1.5	-23.5	545	i	29.8
CCS(=O)(=O)N1CCN(c2ccnc3cc(Cl)ccc23)CC1	0.7	1117	0.39	1408	.	.	-0.9%	i	0.7	.	.	.	.	.	-0.7	708	i	27.6
CCOC(=O)C1=C(N)N2C(=O)C(C)SC2=C(C(=O)OC)C1c1cccc(OC)c1 (stereo unspecified)	.	.	-1.06	958	i	11.6	1.1%	i	1.9	39.6	14.6	6.4	2.7	6.6	.	.	i	60.4
CC(C)CCn1c(N2CCN(c3cccc(Cl)c3)CC2)nc2c1c(=O)[nH]c(=O)n2C	3.2	985	-2.83	598	i	-60.8	-0.6%	i	0.2	61.9*	35.6*	2.2	1.9	4.9	33.6	718	i	52.5
CCSc1nnc(NC(=O)c2ccc3c(c2)OCO3)s1	2.0	1029	-0.09	1752	i	0.3	-0.3%	i	1.2	13.9	4.2	2.7	2.6	5.6	-1.9	624	i	51.3
COc1ccccc1NC(=O)c1cc(S(=O)(=O)N2CCc3ccccc32)ccc1F	.	.	.	.	.	.	-0.2%	i	0.7	.	.	.	.	.	-20.7	710	i	4.0
Cc1nc2ccc(S(=O)(=O)Nc3ccc(-c4nc5cccnc5s4)cc3)cc2s1	2.0	544	0.34	1062	i	-55.9	.	i	0.9	22.6	-10.3	2.0	1.7	3.0	10.0	767	i	35.7
O=c1c2ccccc2nc(/C=C/c2cccnc2)n1Cc1ccccc1	8.0	1005	0.81	1459	i	7.8	2.1%	i	0.3	-15.3	-8.7	2.3	0.8	3.7	-10.5	630	.	.
Cc1ccc(S(=O)(=O)NC(Cc2ccccc2)C(=O)O)cc1 (stereo unspecified)	-4.5	1181	0.49	1388	i	15.1	-0.2%	i	0.1	-1.4	15.9	6.3	2.8	11.6	4.1	693	i	8.9
Cc1ccc(OCc2ccc(C(=O)Nc3c(C)nn(Cc4c(F)c(F)c(F)c(F)c4F)c3C)o2)c([N+](=O)[O-])c1	-0.7	1382	-0.51	1487	i	22.2	0.2%	i	0.2	45.7	16.8	2.6	0.8	7.1	.	.	.	.
Cc1ccc(NC(=O)COC(=O)c2cccc3c2C(=O)c2ccccc2C3=O)c(C)c1	0.1	1106	-0.52	1196	i	-0.4	0.1%	i	0.3	5.7	2.2	3.1	1.1	5.5	-19.6	664	i	35.3
O=C(CNC(=S)N(Cc1ccccc1)Cc1cccnc1)NC1CC1	-1.7	1130	.	.	i	-8.4	-1.3%	i	0.5	-3.8	15.1	3.8	1.7	5.1	-13.5	515	i	12.0
N#Cc1c(NC(=O)CSC2=NCCS2)sc2c1CCCC2	.	.	-1.14	1080	i	21.4	0.2%	i	0.8	6.7	-7.4	6.8	3.6	4.8	.	.	i	32.9
CC1=NC(=O)C(N=Nc2cccc(C(=O)O)c2)N1c1ccccc1 (stereo unspecified)	-1.2	1187	0.04	970	i	-1.9	1.0%	i	7.8	16.5	-11.8	1.6	1.7	4.5	-3.0	773	i	14.4
CCOCCCn1c(=NC(=O)c2ccco2)c(C(=O)OCC)cc2c(=O)n3cccc(C)c3nc21	-0.5	1339	-0.53	1047	.	.	0.5%	i	0.1	.	.	.	.	.	-2.3	706	i	16.0
Cc1ccc(C)c(N2CCN(S(=O)(=O)c3c(C)noc3/C=C/N(C)C)CC2)c1	-1.5	786	-0.43	1222	i	-43.5	0.2%	i	1.0	44.2	30.0	3.3	1.9	8.7	.	.	i	45.5
O=C(c1ccc(F)cc1)C1CCN(C(=O)c2ccccc2F)CC1	.	.	.	.	.	.	-1.0%	i	0.4	.	.	.	.	.	11.8	820	i	57.5
CC(C)(CNC(=O)c1ccc(NS(=O)(=O)c2ccc(F)cc2)cc1)N1CCOCC1	.	.	.	.	.	.	0.1%	i	0.7	.	.	.	.	.	-12.2	670	i	2.7
CSc1ccc(/C=N/NC(=O)c2cccc(Cl)c2)cc1	.	.	-0.45	1165	i	-19.0	0.0%	i	0.1	3.4	-9.2	6.5	2.2	5.6	-3.3	700	i	35.3
Cc1cccc(NC(NC(=O)c2cccnc2)C(Cl)(Cl)Cl)c1 (stereo unspecified)	.	.	.	.	i	13.8	0.1%	i	0.6	-7.9	-10.8	3.5	1.8	8.1	.	.	i	40.8
CC1CCC2(CC1)NC(=O)N(CC(=O)c1cn(CCC#N)c3ccccc13)C2=O (stereo unspecified)	-2.7	1079	.	.	.	.	0.2%	i	0.3	.	.	.	.	.	14.1	753	i	23.9
Cc1c([N+](=O)[O-])c(C(=O)NC2CCCCC2)nn1C	.	.	.	.	.	.	0.0%	i	0.7	.	.	.	.	.	30.4	663	i	68.4
O=C1NC(c2ccccc2)(C(F)(F)F)C(=O)N1Cc1cccnc1 (stereo unspecified)	-0.5	1015	.	.	i	-9.4	-0.2%	i	0.6	-10.0	-16.7	3.6	2.8	5.5	-8.0	641	i	2.8
SMILES	bCat nuc transl	bCat nuc transl cell count 5 µM	Ins promoter up	Ins promoter up cell count	Autophagy mod	Autophagy mod cell loss 18 h	West Nile antiviral	Myeloid diff 2	Myeloid diff 2 GFP+ MAC1+ %	WT yeast gro inh	WT yeast gro inh mutant strain	MT stabilizer	MT stabilizer Hoechst-high %	MT stabilizer cytotoxicity %	Hep lipid drop	Hep lipid drop cells 6.5 µM	T cell HTS	T cell HTS vesicle-bound %
O=Cc1cc([N+](=O)[O-])ccc1N1CCN(Cc2ccc3c(c2)OCO3)CC1	.	.	.	.	.	.	-1.2%	i	0.8	.	.	.	.	.	7.8	845	i	46.5
O=c1c2sc3nc(N4CCOCC4)c4c(c3c2ncn1-c1ccccc1)CCCC4	-1.2	1116	.	.	i	-17.8	-0.6%	i	0.6	22.8	19.2	2.9	1.4	9.2	2.4	703	i	57.2
COC(=O)c1ccc(NC(=O)c2cnc3scc(C)n3c2=O)cc1	-2.3	1127	0.17	1486	i	-5.9	.	.	.	11.0	3.4	4.3	2.3	10.0	1.8	709	i	26.0
CCOC(=O)N1CCC(NS(=O)(=O)c2ccc(C)c(Cl)c2)CC1	0.3	1324	0.69	1136	.	.	-1.1%	i	0.6	.	.	.	.	.	-2.0	769	i	42.8
O=C(CSc1ncnc2scc(-c3ccccc3)c12)N1CCN(Cc2ccc3c(c2)OCO3)CC1	-1.4	1062	0.42	1586	i	18.9	-1.5%	i	1.9	31.9	2.8	7.6	1.8	5.9	-18.3	647	i	40.9
O=C(CSc1nnc(CNC(=O)c2cccs2)o1)NCCc1ccccc1	0.7	474	.	.	i	-5.9	-0.1%	i	1.4	-15.0	5.6	1.6	1.9	10.7	-45.1	702	i	20.8
COCC(=O)Nc1nnc(-c2ccc(C(C)(C)C)cc2)s1	0.7	1500	0.11	1498	i	1.3	-0.5%	i	0.0	70.4*	57.9*	5.0	1.9	7.7	1.7	686	i	12.0
C/C(=N\Nc1ncc(Br)cn1)c1cccc([N+](=O)[O-])c1	.	.	.	.	.	.	-1.0%	i	0.4	.	.	.	.	.	-5.4	800	i	56.2
CN(C)C(=O)C[n+]1ccc(C(N)=O)cc1	-0.9	1251	-0.57	1119	.	.	0.3%	i	0.6	.	.	.	.	.	1.8	721	i	26.2
O=[N+]([O-])c1cccc(/C=N\N2CCN(Cc3ccccc3Cl)CC2)c1	.	.	.	.	i	-0.3	.	i	0.6	34.4	17.4	3.3	2.5	5.0	39.7	714	i	17.1
CCOc1ccc(NC(=O)COc2nsnc2N2CCCCC2)cc1	-1.1	919	0.9	1188	i	-5.4	-0.3%	i	11.1	-2.9	-5.1	4.9	3.2	11.0	.	.	i	48.0
O=C(N/N=C/c1cccc(Br)c1)C1CC(=O)N(c2ccccc2)C1 (stereo unspecified)	.	.	.	.	.	.	-0.6%	i	0.6	.	.	.	.	.	1.2	828	i	34.3
COC(=O)COc1ccc(S(=O)(=O)Nc2cc([N+](=O)[O-])ccc2C)cc1	-0.4	1091	0.55	1351	i	2.6	0.0%	.	.	0.5	4.6	4.4	2.6	1.6	7.1	662	i	60.0
Cc1cccc(C)c1NC(=O)C1CCCN1S(=O)(=O)c1ccccc1 (stereo unspecified)	.	.	.	.	.	.	-0.8%	i	1.8	.	.	.	.	.	11.2	685	i	51.5

A portion of the results above:
SMILES	bCat nuc transl	bCat nuc transl cell count 5 µM	Ins promoter up	Ins promoter up cell count	Autophagy mod	Autophagy mod cell loss 18 h	West Nile antiviral	Myeloid diff 2	Myeloid diff 2 GFP+ MAC1+ %	WT yeast gro inh	WT yeast gro inh mutant strain	MT stabilizer	MT stabilizer Hoechst-high %	MT stabilizer cytotoxicity %	Hep lipid drop	Hep lipid drop cells 6.5 µM	T cell HTS	T cell HTS vesicle-bound %
O=Cc1cc([N+](=O)[O-])ccc1N1CCN(Cc2ccc3c(c2)OCO3)CC1	.	.	.	.	.	.	-1.2%	i	0.8	.	.	.	.	.	7.8	845	i	46.5
O=c1c2sc3nc(N4CCOCC4)c4c(c3c2ncn1-c1ccccc1)CCCC4	-1.2	1116	.	.	i	-17.8	-0.6%	i	0.6	22.8	19.2	2.9	1.4	9.2	2.4	703	i	57.2

Screening results deposited in PubChem by several laboratories.
